# PAFAH1B2 inh: blocks human PAF acetylhydrolase 1b catalytic subunit 2 | P68402 | recombinant PAFAH1B2, FP-rhodamine activity probe, fluorescence polarization | inhibition, % at 3.39 µM | 1.2% of 340,000 active | AID 492953;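 active = inhibition above the mean of all tested compounds plus 3 SD, cut at about 24% in these data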;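 note: 0% = enzyme with DMSO and 100% = wells lacking PAFAH1B2; many of its hits are not listed in these tables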
# Target sequence (P68402 whole entry, looked up): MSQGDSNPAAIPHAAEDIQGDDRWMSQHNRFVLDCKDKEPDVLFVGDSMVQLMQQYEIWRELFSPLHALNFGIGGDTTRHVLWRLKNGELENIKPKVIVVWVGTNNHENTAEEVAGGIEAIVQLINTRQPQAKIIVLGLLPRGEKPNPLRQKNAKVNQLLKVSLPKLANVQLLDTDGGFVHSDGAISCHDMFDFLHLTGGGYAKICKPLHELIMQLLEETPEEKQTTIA
# PAFAH1B3 inh: PAFAH1B3 (human) inhibition | AID 492972 | 0.28% of 340,000 active | inhibition, % at 3.39 µM | Q15102 | recombinant PAFAH1B3, FP-rhodamine probe, fluorescence polarization;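 active = inhibition above the screen-wide average of all tested compounds plus 3 SD, cut at about 25% in these data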;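 note: 0% = enzyme with DMSO only and 100% = wells lacking PAFAH1B3 protein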
# Target sequence (Q15102 whole entry, looked up): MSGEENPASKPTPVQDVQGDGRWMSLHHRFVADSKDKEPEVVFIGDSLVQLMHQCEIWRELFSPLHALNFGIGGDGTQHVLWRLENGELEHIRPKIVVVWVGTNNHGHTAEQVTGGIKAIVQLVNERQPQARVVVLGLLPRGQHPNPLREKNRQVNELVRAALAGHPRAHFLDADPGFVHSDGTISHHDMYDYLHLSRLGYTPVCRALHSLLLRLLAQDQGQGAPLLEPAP
# PAFAH2 FP inh: PAFAH2 (human) inhibition; recombinant PAFAH2, FP-rhodamine activity probe, fluorescence polarization; 0.99% of 340,000 active; Q99487; AID 492956; inhibition, % at 3.39 µM;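 active = inhibition above the mean over all tested compounds plus 3 SD, cut at about 30% in these data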;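 note: inhibitors block probe labeling of enzyme so polarization drops; 0% = enzyme with DMSO and 100% = wells lacking PAFAH2 protein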
# Starred values were filed as active, the others as inactive. Only part of the results is shown; rates above refer to the full screens.
PAFAH1B3 inh | PAFAH1B2 inh | Structure | PAFAH2 FP inh
21 | 9 | O=C(c1ccccc1)c1ccc(O)c(O)c1O | 38*
6 | 4 | CC(C)C[C@H]1CN([C@@H](Cc2ccc(O)cc2)CN2CCC[C@@H]2CN2C(=O)C(=O)NC[C@@H]2Cc2ccccc2)C(=O)C(=O)N1CC1CCCCC1 | 2
7 | 3 | CCOC(=O)N1CCN(C(=O)CSCC(=O)N=c2sc3cc(OC)ccc3n2C)CC1 | 2
11 | 4 | COc1ccc(N(C(=O)c2snc(C(N)=O)c2N)C(C(=O)NC2CCCC2)c2ccco2)cc1OC (stereo unspecified) | 13
-3 | -8 | CCOc1ccc2c(ccc(/C=C/c3cc(C)c4cccnc4c3O)[n+]2C)c1 | -10
0 | -3 | Cc1onc(-c2c(F)cccc2Cl)c1C(=O)Nc1ccc(S(=O)(=O)Nc2ncccn2)cc1 | 7
-3 | 4 | O=C(c1ccc(Cn2cc([N+](=O)[O-])cn2)o1)N1CCCC1 | -6
33* | 22 | CSc1ccc(/C=N/Nc2cccc(C(=O)O)c2)cc1 | 20
9 | -4 | COc1ccc(-c2nnc(CSc3ncnc4sc5c(c34)CCC5)o2)cc1OC | 2
9 | 6 | CCOc1ccc(CCN2C(=S)N([C@@H](CC(C)C)CN3CCCC3CN3C(=S)NC[C@@H]3CC(C)C)C[C@@H]2CC(C)C)cc1 (stereo partly specified) | -2
4 | 3 | CCc1nc(Nc2ccccc2O)c2oc3ccccc3c2n1 | -4
2 | 0 | Cc1cccc(NC(=O)CCNC(=O)c2ccc(Br)cc2)c1C | -4
4 | -4 | CN(N=Nc1nc[nH]c1C(=O)NN)C1CCCCC1 | -6
18 | 8 | O=C(/C=C/Nc1ccc(Nc2ccccc2)cc1)c1cccs1 | -6
0 | 2 | O=C(COc1ccc(Br)cc1CO)Nc1ccc(S(=O)(=O)N2CCCC2)cc1 | 0
13 | 1 | CCOC(=O)Nc1ccc(OC(=O)Oc2ccc(NC(=O)OCC)cc2)cc1 | -4
10 | 2 | COCCCNC(=S)Nc1cc2oc3ccccc3c2cc1OC | 2
11 | 4 | CCC(=O)Nc1cccc(C(=O)N(Cc2ccccc2)Cc2ccccc2)c1 | 6
1 | 5 | O=C(CN1CCC(NC(=O)C2CCCCC2)CC1)Nc1ccccc1 | -3
1 | -1 | CC(NCC(=O)Nc1ccccc1C(=O)NC1CC1)c1cccc(Cl)c1 (stereo unspecified) | 1
10 | 4 | COc1cc(C(=O)Nc2cc(S(=O)(=O)N3CCOCC3)ccc2N2CCOCC2)cc(OC)c1C | 2
-7 | 6 | O=c1oc(-c2ccccc2)c(-c2ccccc2)c2ccccc12 | -8
8 | -3 | CCOC(=O)N1C(=O)NC(=O)C1c1ccc(OC)cc1 (stereo unspecified) | -2
-1 | -1 | CC(C)(C)C(=O)CN1C(=O)NC2(CCOc3ccccc32)C1=O (stereo unspecified) | 2
0 | 5 | C/C(=N/NS(=O)(=O)c1ccc(C)c(C)c1)c1c[nH]c2ccccc12 | -4
6 | 9 | Nc1ccc2c(c1)C(=O)c1ccc(Cl)cc1-2 | -1
0 | 4 | Cc1ccccc1C(=O)Nc1ccnn1C1CCN(CC2CC=CCC2)CC1 (stereo unspecified) | 0
1 | 6 | COc1ccc(CNS(=O)(=O)c2cc3c4c(c2)CCN4C(=O)CC3)cc1 | 2
8 | 9 | N#Cc1ccc(NC(=O)NN2CCCCCC2)cc1 | -6
14 | 3 | O=S(=O)(NCC1CCN(c2ccc(S(=O)(=O)N3CCOCC3)cc2)CC1)c1ccccc1 | -6

# 14 entries from above, arranged by SMILES length, rising.
PAFAH1B3 inh | PAFAH1B2 inh | Structure | PAFAH2 FP inh
21 | 9 | O=C(c1ccccc1)c1ccc(O)c(O)c1O | 38*
8 | 9 | N#Cc1ccc(NC(=O)NN2CCCCCC2)cc1 | -6
6 | 9 | Nc1ccc2c(c1)C(=O)c1ccc(Cl)cc1-2 | -1
10 | 2 | COCCCNC(=S)Nc1cc2oc3ccccc3c2cc1OC | 2
8 | -3 | CCOC(=O)N1C(=O)NC(=O)C1c1ccc(OC)cc1 (stereo unspecified) | -2
18 | 8 | O=C(/C=C/Nc1ccc(Nc2ccccc2)cc1)c1cccs1 | -6
2 | 0 | Cc1cccc(NC(=O)CCNC(=O)c2ccc(Br)cc2)c1C | -4
1 | -1 | CC(NCC(=O)Nc1ccccc1C(=O)NC1CC1)c1cccc(Cl)c1 (stereo unspecified) | 1
13 | 1 | CCOC(=O)Nc1ccc(OC(=O)Oc2ccc(NC(=O)OCC)cc2)cc1 | -4
9 | -4 | COc1ccc(-c2nnc(CSc3ncnc4sc5c(c34)CCC5)o2)cc1OC | 2
0 | 5 | C/C(=N/NS(=O)(=O)c1ccc(C)c(C)c1)c1c[nH]c2ccccc12 | -4
7 | 3 | CCOC(=O)N1CCN(C(=O)CSCC(=O)N=c2sc3cc(OC)ccc3n2C)CC1 | 2
14 | 3 | O=S(=O)(NCC1CCN(c2ccc(S(=O)(=O)N3CCOCC3)cc2)CC1)c1ccccc1 | -6
9 | 6 | CCOc1ccc(CCN2C(=S)N([C@@H](CC(C)C)CN3CCCC3CN3C(=S)NC[C@@H]3CC(C)C)C[C@@H]2CC(C)C)cc1 (stereo partly specified) | -2

# Going on with the list:
PAFAH1B3 inh | PAFAH1B2 inh | Structure | PAFAH2 FP inh
8 | 4 | OCCN(Cc1ccccc1)Cc1ncccc1O | 2
6 | 0 | CC1CN(S(=O)(=O)c2cccc(C(=O)NCC(c3cccs3)N3CCOCC3)c2)CC(C)O1 (stereo unspecified) | -4
7 | -6 | Nc1c(C(=O)NCc2ccco2)c2nc3ccccc3nc2n1CCc1ccccc1 | 10
14 | 3 | COC(=O)c1sccc1NC(=O)Nc1cccc(C)c1C | 10
8 | 2 | CCOC(=O)C1CCN(CC(O)COc2ccc(S(=O)(=O)N3CCCC3)cc2[N+](=O)[O-])CC1 (stereo unspecified) | 6
12 | 14 | CSCc1nc2scc(-c3ccccc3)c2c(=O)[nH]1 | 4
5 | 3 | CCN1C(=O)/C(=C\c2cn(-c3ccccc3)nc2-c2cccnc2)SC1=S | 6
3 | 7 | Cc1c(NS(=O)(=O)c2cc(C(=O)NCCc3ccc(F)cc3)cc(Cl)c2Cl)c(=O)n(-c2ccccc2)n1C | -1
1 | -1 | CC/C(=N\NC(=O)C1CCCC1)c1cccc(Br)c1 | 3
-4 | -4 | NS(=O)(=O)c1cccc(NC(=O)COC(=O)c2ccc(S(=O)(=O)N3CCOCC3)cc2)c1 | 10
2 | -1 | CCCC(=O)Nc1ccc(C(=O)COC(=O)c2c(C)noc2C)cc1 | 6
10 | 4 | CCC1(OC(=O)CN(C)C)C(=O)OCc2c1cc1n(c2=O)Cc2cc3c(N)cccc3nc2-1 (stereo unspecified) | 3
6 | 0 | C=C(CN(C)C)C(=O)c1cc(OC)c(OC)cc1OC | -6
-19 | -6 | CCN(CC)c1ccc(C=NNc2ccc([N+](=O)[O-])cn2)cc1 | -12
6 | 1 | Cc1nn(Cc2ccccc2)c(C)c1CNC(=O)CN=C1NS(=O)(=O)c2ccccc21 | 6
8 | 0 | Nc1nc(=O)n(C2CCCO2)cc1Br (stereo unspecified) | -1
4 | 4 | Cc1cc([N+](=O)[O-])c(C)cc1-c1ccc(/C=N/n2cnnc2)o1 | 3
17 | 6 | CCOC(=O)/C=C1/SCC(=O)N1CCOc1cccc(Br)c1 | 3
5 | 1 | O=C(NN=Cc1cc(=O)[nH]c(=O)[nH]1)c1ccncc1 | -4
9 | 2 | CCCNC(=O)Cn1nc(C)n2c(cc3cc(F)ccc32)c1=O | -3
4 | 4 | COc1ccc(C(O)(c2ccccc2)C(C(=O)O)c2ccccc2)cc1 (stereo unspecified) | 5
4 | 6 | CN(CC(=O)Nc1ccc(Cl)c(C(F)(F)F)c1)C(=O)c1ccccc1SCC(=O)N1CCCC1 | 0
3 | 3 | Cc1ccc(NCCN(C)C)c2c(=O)c3cc(O)ccc3sc12 | 4
6 | 8 | CC(=O)C1=CN(Cc2ccccc2)CCC1=O | -1
-7 | 0 | CSc1ncc(C(=O)Nc2ccc(Br)cn2)c(C)n1 | 3
11 | 7 | Cc1nc(N)[nH]c(=O)c1CCCNS(=O)(=O)c1ccc([N+](=O)[O-])cc1 | 9
9 | 1 | COc1cccc(C(=O)Nc2cccc3ccccc23)c1 | -1
4 | 2 | CCC(C)C(N)C(=O)N1CCCC1C(=O)NC(C(=O)O)C(C)CC (stereo unspecified) | 9
7 | 3 | CCCN1C(=O)/C(=C/c2ccc3c(c2)OCO3)NC1=S | 5
-1 | -1 | COc1ccc(CN(C)C(=O)CNC(=O)c2sc3ccccc3c2Cl)c(OC)c1OC | 3
17 | 24 | CC1=C(C#N)C(=O)NC(=O)/C1=C\c1ccc(-c2cc(C)c(C)cc2[N+](=O)[O-])o1 | 32*
2 | 4 | COc1cc2[nH]c(=S)nc(NCCc3ccc(C)cc3)c2cc1OC | 12
5 | 0 | Nn1cnnc1N/N=C\c1ccc(-c2ccccc2[N+](=O)[O-])o1 | 1
2 | 4 | COc1cc(C(=O)NCc2ccccc2Cl)ccc1OCC(=O)N1CCOCC1 | 0
-8 | -2 | CC1(C2CC2)NC(=O)N(CC(=O)N2CCN(c3ccccc3Cl)CC2)C1=O (stereo unspecified) | 5
6 | 12 | Cc1cc(C)cc(NC(=O)NC2CCCCCCC2)c1 | 5
4 | -4 | COc1ccc2cc(CN(CC3COCCO3)S(=O)(=O)c3ccccc3)c(=O)[nH]c2c1 (stereo unspecified) | -7
4 | 8 | O=c1[nH]nc(Br)c(=O)n1C(c1ccccc1)c1ccccc1 | 5
-4 | 5 | Cc1ccc2cc3cc(C(=O)NCc4ccc5c(c4)OCO5)oc3nc2c1 | -5
3 | 0 | Clc1ccc2nc(-c3ccccc3)nc(C(Cl)Cl)c2c1 | -6
9 | 5 | CC(=O)OCC(=O)C1(O)CCC2C3CCC4=CC(=O)CCC4(C)C3(Cl)C(O)CC21C (stereo unspecified) | 4
-1 | -2 | COc1cc(CN2CCN(CC#Cc3ccccc3)CC2CCO)cc(OC)c1 (stereo unspecified) | -6
3 | -1 | CS(=O)(=O)NCC(c1cccnc1)N1CCN(c2ccc(F)cc2)CC1 (stereo unspecified) | -3
9 | 2 | O=[N+]([O-])c1cc(S(=O)(=O)Nc2ccccc2)ccc1Nc1ccccc1 | 19
-3 | 2 | COC(=O)c1cccc(NC(=O)C2CCCN2C(=O)c2cccs2)c1 (stereo unspecified) | -2
1 | 6 | Cc1ccccc1NC(=O)CCOc1ccccc1 | -2
2 | 1 | CCN(C(=O)C=Cc1ccco1)c1ccccc1 | 2
7 | 1 | NC(=O)C1(Nc2ccc([N+](=O)[O-])cc2)CCCC1 | 7
0 | 1 | O=C(Nc1nnc(-c2ccccc2Cl)s1)c1ccccc1F | -4
7 | 3 | COc1ccccc1/C=C/C(=O)NC(=S)N1CCN(C)CC1 | 2
9 | 3 | Cc1c(NC(=O)c2cccc(NC(=O)COc3ccccc3C#N)c2)c(=O)n(-c2ccccc2)n1C | -8
-3 | 10 | COc1ccc(-c2nnc(SCC(=O)Nc3sc4c(c3C#N)CCC4)n2CC2CCCO2)cc1 (stereo unspecified) | 0
14 | 11 | Oc1ccccc1/C=N/NC(=S)NCCc1ccccc1 | 26
-3 | 16 | Cc1ccc(S(=O)(=O)N2CCN(CC(=O)NCC3(N4CCOCC4)CCCCC3)CC2)cc1 | 7
0 | 5 | O=S(=O)(NCCc1ccccc1)c1cnc(Cl)c(Br)c1 | -4
-1 | 7 | c1ccc(COc2ncnc3c2ncn3CCCNCc2ccccn2)cc1 | -11
6 | 1 | O=C(NCc1ccccc1)c1cccc(NC(=O)C2CC2)c1 | -3
-2 | 21 | O=C(Cn1cc(COc2ccc(Br)cc2)nn1)c1ccc(O)cc1 | -6
5 | 2 | CN1OC[C@@H]2CN(Cc3cc(Cl)cc(Cl)c3)[C@H](c3cccc(Br)c3)C[C@@H]21 | -3
4 | 3 | O=[N+]([O-])c1ccc2c(c1)C(=Nc1ccccc1)c1ccccc1-2 | -3

# Next section
PAFAH1B3 inh | PAFAH1B2 inh | Structure | PAFAH2 FP inh
7 | -2 | NS(=O)(=O)c1ccc(NC(=O)c2cc(-c3cc(Cl)ccc3O)n[nH]2)cc1 | -6
7 | 14 | Cc1ccc(NCc2cccc(B(O)O)c2)cc1 | -1
8 | 4 | CC1=Nc2ccccc2/C1=C/c1c(C)[nH]c2ccccc12 | -7
11 | -2 | COCCN(CC(=O)Nc1cccc(C)c1C)C(=O)c1ccc(S(=O)(=O)N2CCOCC2)cc1 | 0
7 | 1 | Cc1ccc(S(=O)(=O)N2CCOCC2)cc1NC(=O)COC(=O)c1ccc(Br)o1 | 21
1 | 3 | CC(C)(C)OC(=O)NC1CC2CCCC(C1)N2Cc1ccccc1 (stereo unspecified) | 1
7 | 4 | Cc1cc([N+](=O)[O-])c(=O)[nH]c1C | 9
-2 | -2 | CCN(C(=O)CSc1nnc(C)n1-c1ccc(C)cc1)c1c(N)n(Cc2ccccc2)c(=O)[nH]c1=O | -6
-4 | 5 | O=S(=O)(c1ccc(S(=O)(=O)N(Cc2ccc(F)cc2)C2CCCC2)cc1)N1CCCC1 | 7
6 | 5 | COc1ccc(CNC(=O)Cn2cc(C)c(=O)[nH]c2=O)cc1 | 4
4 | -2 | O=C1c2ccccc2C(=O)N1C1C(=O)N2CCSC12C(=O)OCc1ccccc1 (stereo unspecified) | -2
-8 | 0 | O=C(NCCN1CCOCC1)c1cccc(S(=O)(=O)N2CCCC2)c1 | -2
2 | 3 | Cc1c(Cl)cc(C(C)C)c(O)c1CN1CCOCC1 | 1

# Screens: PubChem BioAssay, The Scripps Research Institute Molecular Screening Center
